PP1 inh: PP1-alpha phosphatase inhibitors, primary screen, counter-screen for PP5 inhibitor project, biochemical, fluorescence, OMFP substrate, single point; 320,000 tested, 0.9% active; purified PP1alpha; Serine/threonine-protein phosphatase PP1-alpha catalytic subunit (Homo sapiens), P62136; inhibition, % at 6.7 µM;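 active means inhibition above the mean inhibition of all tested compounds plus 3 SD, computed separately for each screening campaign, cut at about 15% in these data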
Target sequence (P62136 whole entry, looked up): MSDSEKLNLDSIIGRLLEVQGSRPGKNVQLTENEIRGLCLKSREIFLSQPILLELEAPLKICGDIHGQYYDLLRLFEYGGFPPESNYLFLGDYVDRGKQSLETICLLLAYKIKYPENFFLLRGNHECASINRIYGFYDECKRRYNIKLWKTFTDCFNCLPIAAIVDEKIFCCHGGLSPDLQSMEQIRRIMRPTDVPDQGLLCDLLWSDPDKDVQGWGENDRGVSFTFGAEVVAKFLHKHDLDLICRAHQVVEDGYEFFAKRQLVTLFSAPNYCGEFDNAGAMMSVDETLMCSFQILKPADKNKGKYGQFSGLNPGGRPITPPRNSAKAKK
Efflux pump inh: inhibitors of Candida efflux pumps in yeast, primary screen, S. cerevisiae, Nile Red, multiplex; S. cerevisiae Candida pump triplex; inhibition, % at 10 µM; 330,000 tested, 0.44% active;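 active means plate passing quality check with inhibition over a set limit, or well fluorescence over plate mean plus 4 SD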;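 further: Nile Red retained in pooled yeast measured as flow cytometry median fluorescence; 0% = buffer negative control and 100% = Enniatin B positive control; higher means more Nile Red kept so more efflux inhibition; some compounds called inactive have numbers as strong as hits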
TPT1 inhibitor: Candida albicans TPT1 enzyme inhibitors, primary screen, biochemical, fluorescence polarization. tRNA 2'-phosphotransferase TPT1 (Candida albicans SC5314). recombinant caTPT1, FP RNA substrate dephosphorylation. inhibition, % at 5 µM. 300,000 tested, 0.81% active;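 active means inhibition above the mean of all tested compounds plus 3 SD, set per screening campaign, cut at about 24% in these data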;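 further: plate controls were DMSO alone for no effect and ferristatin control at 100 nM for full effect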
core dimer inh: inhibitors of HCV core protein dimerization, primary screen, biochemical, TR-FRET, high-throughput; AID 1899, 2009; inhibition, % at 5 µM; 300,000 tested, 0.33% active; TR-FRET GST/Flag-core106 dimerization, 1536-well;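 active means inhibition above the mean of all tested compounds plus 3 SD, set per screening campaign, cut at about 45% in these data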
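Assay system: Tagged HCV core106 pair (GST and Flag) | Buffer or medium: KF-containing HEPES buffer, pH 7.45, DTT, CHAPS, BSA | Also added: Eu donor and XL665 acceptor anti-tag antibodies | Dosing: One concentration, 5 µM, in 0.5% DMSO | Timing: 4 h at 22.5 °C | Technique: TR-FRET 671 and 617 nm emission | Repeats: Singlicate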
procasp3 activ: activators of human procaspase-3 D3A mutant, primary screen, biochemical, absorbance, PC-3 D3A mutant, single concentration. Caspase-3 (Homo sapiens), P42574. AID 463141, 2010. recombinant procaspase-3 D3A, Ac-DEVD-pNA absorbance 405 nm. activation, % at 8.5 µM. 330,000 tested, 0.11% active;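 active means activation above the mean of all tested compounds plus 3 SD, cut at about 21% in these data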;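 further: 0% = DMSO alone and 100% = DMSO wells spiked with extra 5 µM PC-3 D3A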
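Assay system: Autoprocessing-dead procaspase-3 D3A mutant enzyme; also added: Ac-DEVD-pNA; doses: one concentration, 8.5 µM nominal, 0.8% DMSO; times: 1 h compound preincubation, 2 h substrate hydrolysis at 25 °C; technique: 405 nm absorbance of p-nitroaniline, reads at 0 and 120 min; measure: % activation between DMSO and enzyme-spiked controls; repeats: single replicate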
procasp7 counter: procaspase-7 activators, primary screen, counter-screen for procaspase-3 activator project, biochemical, absorbance, HTS, human | activation, % at 8.5 µM | recombinant procaspase-7, Ac-DEVD-pNA absorbance 405 nm; D23A/D198A/D206A triple mutant, cannot self-cleave; scale: DMSO 0, 5 µM enzyme 100 | AID 463210, 2010 | Caspase-7 (Homo sapiens), P55210 | 330,000 tested, 0.093% active;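 active means percent activation above the screen-wide mean plus 3 SD, cut at about 25% in these data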
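System: Procaspase-7 triple mutant (PC-7 D3A); measure: % activation from two-timepoint absorbance difference, scaled to controls; times: 1 h compound preincubation, 2 h substrate cleavage, 25 °C; also added: Ac-DEVD-pNA substrate, 400 µM as added; measured by: Epi-absorbance of released pNA at 405 nm, two timepoints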
JMJD2C inh: inhibitors of GASC-1 histone demethylase, primary screen, biochemical, fluorescence, DELFIA europium; Lysine-specific demethylase 4C (Homo sapiens), Q9H3R0; GST-JMJD2C(1-420) H3K9me3 demethylation; inhibition, % at 2.35 µM; 330,000 tested, 0.069% active; AID 2099, 2009;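 active means more than half of a compound's replicate wells show inhibition beyond 50%, single wells judged on their own value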;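 further: signal counts dimethyl H3K9 product captured on neutravidin plate; 0% = median of DMSO wells and 100% = 0.3 times that DMSO median; strong numbers were not always called active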
PP5 inh: PP5 phosphatase inhibitors, primary screen, biochemical, fluorescence | 320,000 tested, 0.18% active | Serine/threonine-protein phosphatase 5 (Homo sapiens), P53041 | purified PP5c, OMFP substrate fluorescence | inhibition, % at 6.7 µM | AID 1987, 2009;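 active means inhibition above the campaign's mean inhibition across all tested compounds plus 3 SD, cut at about 9.5% in these data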;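 further: 0% = DMSO only and 100% = 100 µM cantharidin control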
Target sequence (P53041 whole entry, looked up): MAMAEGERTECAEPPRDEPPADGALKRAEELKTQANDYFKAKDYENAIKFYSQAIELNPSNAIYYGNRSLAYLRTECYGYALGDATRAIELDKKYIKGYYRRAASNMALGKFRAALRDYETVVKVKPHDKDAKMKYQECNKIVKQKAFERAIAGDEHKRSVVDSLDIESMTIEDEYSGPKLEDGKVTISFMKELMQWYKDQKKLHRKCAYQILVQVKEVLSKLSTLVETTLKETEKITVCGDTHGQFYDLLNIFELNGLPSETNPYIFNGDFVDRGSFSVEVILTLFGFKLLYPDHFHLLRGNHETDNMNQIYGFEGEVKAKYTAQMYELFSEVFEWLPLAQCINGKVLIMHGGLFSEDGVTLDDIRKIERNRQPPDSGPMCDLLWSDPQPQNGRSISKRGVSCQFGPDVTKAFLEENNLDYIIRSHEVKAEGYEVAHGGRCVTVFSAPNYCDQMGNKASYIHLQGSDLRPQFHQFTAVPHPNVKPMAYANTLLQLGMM
Fh CTSL1 inh: Fasciola hepatica cathepsin L1 inhibitors, primary screen, counter-screen for PFM18AAP inhibitor project, biochemical, QFRET, fluorogenic peptide substrate; AID 1906, 2009; inhibition, % at 5.96 µM; recombinant F. hepatica cathepsin L1, Z-Leu-Arg-MCA fluorescence; 300,000 tested, 0.49% active;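 active means inhibition above the mean of all tested compounds plus 3 SD, set per screening campaign, cut at about 17% in these data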;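 further: 0% = plate median of test compound wells and 100% = 1 µM Z-Phe-Ala-diazomethylketone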
Numbers without * were called inactive; nt = not tested or not shown. An unsorted share of the library; 2.9% or so of the library scored in one or more.

cpd	Compound	PP5 inh	JMJD2C inh	PP1 inh	core dimer inh	Fh CTSL1 inh	procasp3 activ	procasp7 counter	TPT1 inhibitor	Efflux pump inh
1	COc1ccc(/C=N/N2C(=N)SCC2=O)cc1	0.9	0	0	-3	-2	3	8	0	-0.2
2	C/C(=N\Nc1ccc(S(N)(=O)=O)cc1[N+](=O)[O-])c1cccnc1	-0.4	1	-4	-4	3	3	-2	-4	0.0
3	COc1ccc(C=NNC(=O)c2ccccc2OCc2ccc(F)cc2)c(OC)c1	nt	17	nt	nt	nt	0	3	nt	-0.2
4	CN1/C(=C\C=C2/SC(=S)NC2=O)C(C)(C)c2ccccc21	-0.1	-39	2	-16	3	0	2	106*	0.8*
5	Cc1ccc(S(=O)(=O)CC(O)COc2ccc(C#N)cc2)cc1 (stereo unspecified)	0.1	8	-1	4	2	2	8	0	0.0
6	COc1ccc(NC(=S)N(CCCN2CCCC2)Cc2cccn2Cc2ccc(Cl)cc2)cc1Cl	1.1	7	8	-8	3	-3	-16	-3	-0.1
7	N#Cc1nc(-c2ccc(Cl)cc2)oc1NCc1cccc2c1OCO2	-2.7	5	4	6	3	5	8	1	-0.7
8	Cc1c2cnn(CC(=O)Nc3cccc(C(F)(F)F)c3)c(=O)c2c(C)n1Cc1ccccc1F	-2.9	-4	0	29	0	-2	3	9	0.2
9	CC(Oc1cccc(Br)c1)C(=O)NNC(=O)c1ccccn1 (stereo unspecified)	nt	20	nt	nt	nt	3	7	nt	0.2
10	NNC(=O)CCc1ccc(S(=O)(=O)N2CCOCC2)cc1	11*	9	-3	0	0	1	5	-3	0.1
11	CC(C)NS(=O)(=O)c1ccc(NC(=O)C(C)OC(=O)CCC(=O)c2cccs2)cc1 (stereo unspecified)	0.2	4	-3	nt	nt	0	-4	nt	0.1
12	CC(C)C(NC(=O)c1ccccc1F)C(=O)NCC(c1ccco1)N1CCCCC1 (stereo unspecified)	nt	-4	nt	nt	nt	-4	3	nt	0.0
13	O=C(CCn1cccc1)Nc1cccc(F)c1	2.7	-12	-3	1	0	3	-6	-3	-0.2
14	CCN(CC)S(=O)(=O)c1cc(NC(=O)COC(=O)c2ccc(NC(=O)CC#N)cc2)ccc1C	4.1	36	2	8	-3	-3	3	2	0.6
15	Cc1ccc(C(=O)N/C(=C\c2cn(-c3ccccc3)nc2-c2ccccc2)C(=O)N2CCOCC2)cc1	2.3	3	0	5	1	11	9	3	0.0
16	Cc1cc(C)cc(OCCNC(=O)CCc2ccccc2)c1	2.0	-2	1	-9	1	4	6	-2	-0.1
17	O=C(O)CC(Cc1ccc(Cl)cc1)C(=O)Nc1ccccc1 (stereo unspecified)	0.7	10	0	-8	-2	-1	-18	5	0.3
18	Cc1ccc(Cl)cc1NC(=O)C1CCCN(S(=O)(=O)c2c(C)noc2C)C1 (stereo unspecified)	-0.8	-21	-1	-2	3	4	11	-1	0.0
19	CC(=O)Nc1nc(NC(=O)/C=C/c2ccccc2)n(-c2ccccc2)n1	1.5	1	2	0	0	4	2	0	-0.3
20	COc1ccccc1/C=N/Nc1nc(C)cc(C)n1	2.1	-21	-8	-1	-3	-1	1	2	0.1
21	O=C(Cn1nnc2ccccc2c1=O)Nc1cc(C(F)(F)F)ccc1N1CCOCC1	3.2	-8	0	-3	-3	5	9	-2	-0.2
22	COc1cc(C(=O)N2CCC(NC(=O)C(Cc3ccccc3C)NC(C)=O)CC2)cc(OC)c1OC (stereo unspecified)	0.1	-18	-2	-3	11	-3	-12	2	0.0
23	C#CCCCCCCC#CCN(C)C	-1.9	-1	-4	4	8	5	-7	-3	-0.3
24	CC1=NN(c2ccccc2)C(=O)/C1=C/c1cn(C)c2ccccc12	2.1	1	-2	-3	0	-4	5	2	-0.2
25	CN1c2ccsc2C(=O)/C(=C\Nc2cccc(C(F)(F)F)c2)S1(=O)=O	-2.7	-14	-3	1	2	-6	-5	1	0.0
26	COCC(=O)Nc1ccc(C(N)=O)cc1	1.5	4	0	-8	-1	-4	1	-1	0.0
27	COc1ccc(S(=O)(=O)N(C)c2ccc(C(=O)NCCC(C)C)cc2)cc1	0.1	-11	1	5	-2	12	15	0	0.1
28	CCOc1cc(CNCCc2ccccc2)ccc1OCC(=O)NC(C)(C)C	-1.2	14	-1	-8	-2	5	-6	-1	-0.1
29	CC(=O)Oc1ccc2c(=O)c(Oc3ccccc3[N+](=O)[O-])coc2c1	1.2	5	56*	-3	-10	5	4	2	0.0
30	CC(NC(=O)c1c(O)c2ccccc2n(C)c1=O)c1ccccc1 (stereo unspecified)	-3.9	-5	3	-2	5	-2	4	-5	-0.2

Some of the entries above, set out differently:
5. Cc1ccc(S(=O)(=O)CC(O)COc2ccc(C#N)cc2)cc1 (stereo unspecified)
  PP5 inh = 0.1
  JMJD2C inh = 8
  PP1 inh = -1
  core dimer inh = 4
  Fh CTSL1 inh = 2
  procasp3 activ = 2
  procasp7 counter = 8
  TPT1 inhibitor = 0
  Efflux pump inh = 0.0

4. CN1/C(=C\C=C2/SC(=S)NC2=O)C(C)(C)c2ccccc21
  PP5 inh = -0.1
  JMJD2C inh = -39
  PP1 inh = 2
  core dimer inh = -16
  Fh CTSL1 inh = 3
  procasp3 activ = 0
  procasp7 counter = 2
  TPT1 inhibitor = 106*
  Efflux pump inh = 0.8*

21. O=C(Cn1nnc2ccccc2c1=O)Nc1cc(C(F)(F)F)ccc1N1CCOCC1
  PP5 inh = 3.2
  JMJD2C inh = -8
  PP1 inh = 0
  core dimer inh = -3
  Fh CTSL1 inh = -3
  procasp3 activ = 5
  procasp7 counter = 9
  TPT1 inhibitor = -2
  Efflux pump inh = -0.2

2. C/C(=N\Nc1ccc(S(N)(=O)=O)cc1[N+](=O)[O-])c1cccnc1
  PP5 inh = -0.4
  JMJD2C inh = 1
  PP1 inh = -4
  core dimer inh = -4
  Fh CTSL1 inh = 3
  procasp3 activ = 3
  procasp7 counter = -2
  TPT1 inhibitor = -4
  Efflux pump inh = 0.0

The main list resumes, repeating the two entries before the break.
cpd	Compound	PP5 inh	JMJD2C inh	PP1 inh	core dimer inh	Fh CTSL1 inh	procasp3 activ	procasp7 counter	TPT1 inhibitor	Efflux pump inh
29	CC(=O)Oc1ccc2c(=O)c(Oc3ccccc3[N+](=O)[O-])coc2c1	1.2	5	56*	-3	-10	5	4	2	0.0
30	CC(NC(=O)c1c(O)c2ccccc2n(C)c1=O)c1ccccc1 (stereo unspecified)	-3.9	-5	3	-2	5	-2	4	-5	-0.2
31	O=c1cc(O)nc2n1CCCS2	-0.9	-15	-3	-5	-7	-6	9	-5	0.0
32	COCCCNc1nc2nonc2nc1N1CCN2CCCC2C1 (stereo unspecified)	-0.6	-10	-1	2	0	-7	5	0	-0.1
33	Cn1c(=O)c2c(nc(CN3CCN(Cc4ccccc4)CC3)n2Cc2ccc(F)cc2)n(C)c1=O	1.9	3	-5	3	1	1	13	-1	-0.2
34	Cc1cccc(NC(=O)CSc2nc(N)c(NC(=O)c3cccs3)c(=O)[nH]2)c1C	1.1	7	-2	-14	-2	9	2	-3	0.0
35	COC(=O)COc1ccc(S(=O)(=O)Nc2cc([N+](=O)[O-])ccc2C)cc1	-1.7	-2	-3	-5	-3	3	-6	-2	0.0
36	COc1ccc(OC)c(CNC(=O)Cn2nc(C)c3c(C)n(-c4ccc(C)cc4)nc3c2=O)c1	0.2	10	-2	3	-2	-5	5	-1	-0.1
37	COC(=O)C1=C(C)NC(=S)NC1c1ccco1 (stereo unspecified)	-3.0	-2	-2	4	2	-10	-13	3	0.4
38	COc1ccc2c(c1)O[C@@H](c1cccc(C(F)(F)F)c1)[C@H](OC(=O)Nc1ccc(OC(F)F)cc1)C2=O	6.5	nt	1	7	-3	-2	-47	1	0.1
39	Cc1cccc(-c2ncc(CN3CCN(CC(C)C)C(CCO)C3)cn2)c1 (stereo unspecified)	0.3	1	-3	3	0	8	10	0	-0.3
40	CCCCNC(=O)CN(c1cccc(Br)c1)S(C)(=O)=O	4.7	nt	-2	-1	2	7	-3	1	0.2
41	CCCCCCc1cc2cc(-c3nnc(-c4ccccc4OC)o3)c(=O)oc2cc1O	-4.5	4	20*	17	4	-37	-13	97*	0.7
42	Cc1nc2ccccc2cc1OCc1ccc(Cl)cc1	0.9	-1	-3	-4	-1	10	-5	3	0.0
43	Cc1cc(C(=O)NCc2ccco2)on1	0.2	1	0	2	0	6	8	-2	-0.3
44	CN(C)N1C(N)=C(C#N)C(c2ccc3c(c2)OCO3)C2=C1CC(C)(C)CC2=O (stereo unspecified)	-1.5	-1	-1	-4	1	-3	-3	1	-0.2
45	COc1cc([N+](=O)[O-])ccc1NC(=O)C1C2C=CC(C2)C1C(=O)O (stereo unspecified)	1.2	-4	3	-2	2	-4	12	-1	0.1

Screens from PubChem.
